# USP7 block: blocks human USP7 ubiquitin-rhodamine cleavage | actives 0.3% (n = 47,000) | Q93009 | purified USP7, Ub-rhodamine cleavage fluorescence | inhibition, % at 20 µM
# USP8 inh: inhibitors of human USP8 deubiquitinase | purified USP8, Ub-rhodamine cleavage fluorescence, 30 min | actives 4.2% (n = 47,000) | P40818 | inhibition, % at 20 µM
# UCHL1 block: inhibitors of human UCHL1 deubiquitinase. actives 0.2% (n = 47,000). purified UCHL1, Ub-rhodamine cleavage fluorescence. AID 1645859. inhibition, % at 20 µM
# Target sequence (P09936 whole entry, looked up): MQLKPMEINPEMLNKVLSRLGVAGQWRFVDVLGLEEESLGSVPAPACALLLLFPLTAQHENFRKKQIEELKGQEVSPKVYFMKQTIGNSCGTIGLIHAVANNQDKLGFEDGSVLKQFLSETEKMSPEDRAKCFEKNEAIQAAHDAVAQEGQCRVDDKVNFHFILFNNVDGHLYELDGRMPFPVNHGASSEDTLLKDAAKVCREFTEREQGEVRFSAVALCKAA
# USP30 block: human USP30 deubiquitinase inhibition; Q70CQ3; purified USP30, Ub-rhodamine cleavage fluorescence; inhibition, % at 25 µM; actives 5.3% (n = 47,000); AID 1645860
# Target sequence (Q70CQ3 whole entry, looked up): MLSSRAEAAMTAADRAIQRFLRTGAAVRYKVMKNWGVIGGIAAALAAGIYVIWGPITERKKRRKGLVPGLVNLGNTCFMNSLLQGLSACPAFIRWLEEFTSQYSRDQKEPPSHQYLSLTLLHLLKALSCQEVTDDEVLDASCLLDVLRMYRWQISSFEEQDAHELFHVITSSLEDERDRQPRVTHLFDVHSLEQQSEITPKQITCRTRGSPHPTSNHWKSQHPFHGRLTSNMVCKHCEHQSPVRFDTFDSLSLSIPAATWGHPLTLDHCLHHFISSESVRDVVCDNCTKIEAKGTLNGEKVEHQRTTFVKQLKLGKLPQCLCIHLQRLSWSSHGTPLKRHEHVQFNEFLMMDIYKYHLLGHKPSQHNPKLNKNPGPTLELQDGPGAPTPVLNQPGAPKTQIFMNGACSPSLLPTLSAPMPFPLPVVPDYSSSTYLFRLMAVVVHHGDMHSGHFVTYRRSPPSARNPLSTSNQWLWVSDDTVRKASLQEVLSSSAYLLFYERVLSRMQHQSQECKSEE
# OTUD3 inh: inhibitors of human OTUD3 deubiquitinase; Q5T2D3; purified OTUD3, Ub-rhodamine fluorescence, 2 h; inhibition, % at 25 µM; actives 0.7% (n = 47,000); AID 1645858
# USP17 inh: blocks human USP17 ubiquitin-rhodamine cleavage. purified USP17, Ub-rhodamine cleavage fluorescence, 3 h. inhibition, % at 50 µM. actives 6.5% (n = 47,000). AID 1645855
# USP28 inh: inhibitors of human USP28 deubiquitinase; Q96RU2; purified USP28, Ub-rhodamine cleavage fluorescence, 30 min; inhibition, % at 25 µM; actives 3% (n = 47,000); AID 1645857
# USP10 block: inhibitors of human USP10 deubiquitinase | purified USP10, Ub-rhodamine fluorescence, 60 min | Q14694 | actives 1.1% (n = 47,000) | inhibition, % at 20 µM | AID 1645856
# The depositor's hits bear a star; . = no result given. Rule as the data show it: active = inhibition above about 30%; inactive = the rest.
# Assay codes: A = USP7 block; B = USP8 inh; C = UCHL1 block; D = USP30 block; E = OTUD3 inh; F = USP17 inh; G = USP28 inh; H = USP10 block
mol: CCCn1nccc1C(=O)NC[C@H]1C[C@@]2(C)[C@@H](O)CCCC[C@H]2N1C(C)=O
  A: 5	B: 12	C: 1	D: -91	E: 3	F: 4	G: 4	H: 0
mol: CC(C)CC(=O)N1CCCC1c1nc2ccccc2s1 (stereo not drawn)
  A: 1	B: -1	C: -1	D: -6	E: -3	F: -6	G: -8	H: -2
mol: COc1cccc(-c2cc(C(=O)Nc3cccc(C(C)=O)c3)[nH]n2)c1
  A: -5	B: -13	C: -4	D: -64	E: -39	F: 2	G: -32	H: -5
mol: O=S(=O)(c1ccccc1)c1cnc2ccc(F)cc2c1N1CCC2(CC1)OCCO2
  A: -10	B: -12	C: 0	D: -15	E: -1	F: -12	G: 0	H: -1
mol: CC(C)(OC(=O)c1ccccc1)[C@H]1Cc2cc3ccc(=O)oc3cc2O1
  A: -29	B: 12	C: 7	D: 26	E: 6	F: 13	G: 14	H: 10
mol: COc1cccc(-c2cn3c4c(=O)n(C)c(=O)n(C)c4nc3n2-c2ccc(OC)c(OC)c2)c1
  A: -72	B: -59	C: 7	D: -29	E: 11	F: 21	G: -2	H: -5
mol: Cc1cc(-c2ccc(S(=O)(=O)N(C)Cc3ccccc3)s2)on1
  A: 4	B: 8	C: 1	D: 2	E: 3	F: 0	G: -1	H: 2
mol: O=C(c1cc(-c2cccnc2)n(-c2ccc(F)cc2)n1)N1CCN(c2ccccn2)CC1
  A: -1	B: -4	C: -4	D: 6	E: -2	F: 0	G: -9	H: 2
mol: O=C(/C=C/c1ccc(Br)cc1)Nc1cnc2ccccc2c1
  A: 10	B: 49*	C: 3	D: -1	E: -3	F: 11	G: -3	H: 15
mol: Cc1ccc(-c2nc3c(s2)CN(C(=O)COc2cccc(C)c2)CC3)cc1
  A: -4	B: 0	C: 6	D: -3	E: -3	F: -2	G: -2	H: 8

# Going on with the list:
# Assay codes: A = USP7 block; B = USP8 inh; C = UCHL1 block; D = USP30 block; E = OTUD3 inh; F = USP17 inh; G = USP28 inh; H = USP10 block
mol: CCc1nnsc1C(=O)N1CCC(c2cc(=O)[nH]c(N(C)C)n2)C1 (stereo not drawn)
  A: 2	B: 16	C: 0	D: 22	E: 11	F: 14	G: 6	H: -7
mol: O=C(O)c1c(CNC2CCCCCC2)c2ccccc2n1Cc1cccc(F)c1
  A: -160	B: 0	C: -120	D: 18	E: 8	F: .	G: 25	H: -9
mol: CN(C)S(=O)(=O)N1C2CCC(C2)[C@H]1COc1ccc(F)cc1 (stereo partly drawn)
  A: -7	B: 1	C: 0	D: -2	E: 0	F: 7	G: -1	H: 1
mol: COc1ccc(NC(=O)CSc2ncnc3c2sc2nc(CC(C)C)c4c(c23)CC(C)(C)OC4)cc1
  A: -2	B: -4	C: -4	D: -11	E: -5	F: -10	G: -11	H: -3
mol: Cc1ccc(NC(=O)c2cc(-c3ccncc3)n(-c3ccccc3)n2)nc1
  A: 4	B: 4	C: 3	D: 21	E: 9	F: 10	G: 9	H: 4
mol: CC1CCCN(CCCNC(=O)c2ccc(N3CCc4ccccc43)s2)C1 (stereo not drawn)
  A: 4	B: -16	C: 5	D: 24	E: 10	F: 3	G: 58*	H: -1
mol: Cc1nc2cc(C(=O)NCCN3CCOCC3)ccc2n1-c1ccc(F)cc1F
  A: 0	B: 0	C: 0	D: 6	E: 4	F: 0	G: 7	H: -6
mol: COc1ccc(C2=NC3(CCN(Cc4ccccc4Cl)CC3)NC2=O)cc1
  A: 6	B: -30	C: 1	D: 18	E: 6	F: -1	G: 6	H: 0
mol: COc1ccccc1NC(=O)CN=C1NS(=O)(=O)C(c2ccc(F)cc2)=C1C
  A: -1	B: 6	C: 0	D: -3	E: -6	F: 12	G: 1	H: 1
mol: CCOc1ccc(CNC(=O)c2ccc3c(c2)N(CC)C(=O)c2ccccc2S3)cc1OC
  A: 4	B: 7	C: 3	D: 12	E: -3	F: 1	G: 17	H: 0

# Record cards (already shown). Order of values: USP7 block | USP8 inh | UCHL1 block | USP30 block | OTUD3 inh | USP17 inh | USP28 inh | USP10 block
# Shown for COc1ccc(NC(=O)CSc2ncnc3c2sc2nc(CC(C)C)c4c(c23)CC(C)(C)OC4)cc1 : -2 | -4 | -4 | -11 | -5 | -10 | -11 | -3
# Shown for CN(C)S(=O)(=O)N1C2CCC(C2)[C@H]1COc1ccc(F)cc1 (stereo partly drawn) : -7 | 1 | 0 | -2 | 0 | 7 | -1 | 1

# (more compounds)
# Assay codes: A = USP7 block; B = USP8 inh; C = UCHL1 block; D = USP30 block; E = OTUD3 inh; F = USP17 inh; G = USP28 inh; H = USP10 block
mol: Cn1c(=O)n(CC(=O)O)c(=O)c2c1nc1n2CCCN1Cc1ccccc1
  A: 0	B: 6	C: 0	D: 5	E: -4	F: 4	G: 3	H: 2
mol: CNC(=O)C1CN(C(=O)Nc2ccc(C)cc2C)CC12CCCC2 (stereo not drawn)
  A: 3	B: 8	C: 0	D: 7	E: 4	F: 2	G: -6	H: 2
mol: Cc1cc(C)n(CC2CCCCN2C(=O)Cn2cncn2)n1 (stereo not drawn)
  A: -1	B: 0	C: -4	D: 3	E: 2	F: -7	G: -13	H: 1
mol: COc1ccc2[nH]c(C(=O)NCc3cccc(F)c3)c(N3CCCC3=O)c2c1
  A: 0	B: -18	C: 0	D: -16	E: -6	F: -6	G: -8	H: -5
mol: COc1ccc(C(C(=O)NC2CCCC2)N(CC2CCCO2)C(=O)c2ccc(-c3ccccc3)[nH]2)cc1 (stereo not drawn)
  A: 4	B: 0	C: 5	D: 30	E: 0	F: 0	G: 11	H: 3
mol: COc1ccc(NC(=O)c2ccc(S(C)(=O)=O)cc2Cl)cc1
  A: 0	B: 5	C: 0	D: -14	E: -2	F: 9	G: 46*	H: 1
mol: CC(=O)N1c2ccccc2O[C@@H]2C[C@@H](NC(=O)c3cccc(F)c3)[C@@H](O)[C@@H]21
  A: 1	B: 2	C: -1	D: 5	E: 5	F: 3	G: 6	H: 0
mol: Cc1nnc(C2CCN(CC(=O)Nc3ccc(Br)cc3)CC2)s1
  A: -3	B: 0	C: 0	D: 15	E: 0	F: -5	G: 2	H: 2
mol: CCN(CC)c1ccc2ccc(C(=O)N(C)Cc3ccccn3)cn12
  A: -26	B: -72	C: -25	D: -254	E: -61	F: -64	G: -57	H: -10
mol: NC(=O)COc1ccc2c(Cc3ccccc3F)noc2c1
  A: 1	B: 3	C: 0	D: 10	E: 5	F: 2	G: 9	H: 0

# Ordered by heavy-atom count (rising): part of the list above.
# Assay codes: A = USP7 block; B = USP8 inh; C = UCHL1 block; D = USP30 block; E = OTUD3 inh; F = USP17 inh; G = USP28 inh; H = USP10 block
mol: Cc1cc(C)n(CC2CCCCN2C(=O)Cn2cncn2)n1 (stereo not drawn)
  A: -1	B: 0	C: -4	D: 3	E: 2	F: -7	G: -13	H: 1
mol: CCN(CC)c1ccc2ccc(C(=O)N(C)Cc3ccccn3)cn12
  A: -26	B: -72	C: -25	D: -254	E: -61	F: -64	G: -57	H: -10
mol: CC(=O)N1c2ccccc2O[C@@H]2C[C@@H](NC(=O)c3cccc(F)c3)[C@@H](O)[C@@H]21
  A: 1	B: 2	C: -1	D: 5	E: 5	F: 3	G: 6	H: 0
mol: COc1ccc2[nH]c(C(=O)NCc3cccc(F)c3)c(N3CCCC3=O)c2c1
  A: 0	B: -18	C: 0	D: -16	E: -6	F: -6	G: -8	H: -5
mol: COc1ccc(C(C(=O)NC2CCCC2)N(CC2CCCO2)C(=O)c2ccc(-c3ccccc3)[nH]2)cc1 (stereo not drawn)
  A: 4	B: 0	C: 5	D: 30	E: 0	F: 0	G: 11	H: 3

# The results go on.
# Assay codes: A = USP7 block; B = USP8 inh; C = UCHL1 block; D = USP30 block; E = OTUD3 inh; F = USP17 inh; G = USP28 inh; H = USP10 block
mol: O=C(Nc1ccccc1F)C1CCCN(S(=O)(=O)N2CCCCCC2)C1 (stereo not drawn)
  A: -2	B: -6	C: -4	D: -20	E: -4	F: -20	G: -13	H: -1
mol: Cc1c(-c2noc(-c3ccco3)n2)nnn1-c1ccccc1
  A: -11	B: -1	C: 3	D: .	E: -2	F: 4	G: .	H: 0
mol: CCOc1cccc2sc(N(Cc3cccnc3)C(=O)CCc3ccccc3)nc12
  A: -63	B: -2	C: 5	D: 80*	E: 4	F: 6	G: 22	H: 8
mol: CS(=O)(=O)c1cn[nH]c1C1CCN(Cc2cccc3cccnc23)C1 (stereo not drawn)
  A: 1	B: 3	C: 1	D: -1	E: 2	F: -13	G: 0	H: 5
mol: CN(Cc1nc2cc(Cl)ccc2c(=O)[nH]1)Cc1ccccc1F
  A: -2	B: -11	C: -2	D: -19	E: 12	F: -6	G: 11	H: -6
mol: CN1[C@@H](CCC(=O)N2CCC(O)CC2)CNC(=O)[C@@H]2[C@H]1CCN2Cc1ccc(F)cc1
  A: -2	B: 38*	C: 10	D: 14	E: 8	F: -65	G: 13	H: -4
mol: CC1Cc2cc(S(=O)(=O)N3CCC(C(=O)NCc4cccnc4)CC3)ccc2N1C(=O)C1CC1 (stereo not drawn)
  A: -2	B: -14	C: 0	D: -2	E: -2	F: -1	G: -11	H: -1
mol: N=C1c2ccccc2CN1c1ccc(Cl)c(S(=O)(=O)N2CCOCC2)c1
  A: -1	B: -131	C: -2	D: -6	E: 2	F: -21	G: 2	H: -5
mol: COc1ccc(OC)c(NC(=O)c2cc3c(CO)cnc(C)c3oc2=O)c1
  A: 1	B: -13	C: 2	D: 44*	E: 1	F: 33*	G: 13	H: -1
mol: Cc1c(C(=O)OCC(=O)Nc2ccc3c(c2)OCO3)oc2ccc(Br)cc12
  A: 3	B: -26	C: 0	D: -41	E: 0	F: -4	G: -4	H: 35*

# Two records drawn at random from those above:
# Assay codes: A = USP7 block; B = USP8 inh; C = UCHL1 block; D = USP30 block; E = OTUD3 inh; F = USP17 inh; G = USP28 inh; H = USP10 block
mol: N=C1c2ccccc2CN1c1ccc(Cl)c(S(=O)(=O)N2CCOCC2)c1
  A: -1	B: -131	C: -2	D: -6	E: 2	F: -21	G: 2	H: -5
mol: CN(Cc1nc2cc(Cl)ccc2c(=O)[nH]1)Cc1ccccc1F
  A: -2	B: -11	C: -2	D: -19	E: 12	F: -6	G: 11	H: -6

# (more compounds)
# Assay codes: A = USP7 block; B = USP8 inh; C = UCHL1 block; D = USP30 block; E = OTUD3 inh; F = USP17 inh; G = USP28 inh; H = USP10 block
mol: O=S(Cc1cc(Sc2ccccc2)nc(-c2ccccc2)n1)c1ccccc1 (stereo not drawn)
  A: 8	B: 10	C: 7	D: 34*	E: 6	F: 3	G: 13	H: 11
mol: CC(C)NC(=O)N1CCCC1c1nnn2cc(-c3ccccc3)ccc12 (stereo not drawn)
  A: -6	B: -70	C: -5	D: -71	E: -18	F: -23	G: -15	H: -8
mol: Cc1ccc(N2CC[C@H]3O[C@@H](C(=O)NCc4ccco4)CC[C@H]32)nn1
  A: 3	B: -88	C: 0	D: -10	E: 14	F: -9	G: 9	H: -4
mol: CNS(=O)(=O)Cc1ccccc1CNC(=O)c1c(-c2ccccc2)noc1C
  A: 0	B: 17	C: 0	D: -2	E: 3	F: 6	G: -1	H: 2
mol: C/C=C(/C)C(=O)O[C@@H]1[C@@H]2O[C@]2(C)C[C@H](OC(C)=O)[C@@H]2[C@]1(C)CC[C@@]2(O)C(C)C
  A: 18	B: -14	C: 3	D: -14	E: -2	F: -4	G: -12	H: -1
mol: COc1ccc(C(=O)NC2CCN(Cc3c(C)noc3C)CC2)cc1
  A: 4	B: -1	C: -1	D: -13	E: -2	F: -4	G: 0	H: -6
mol: O=C(CN1CCN(Cc2nc3scc(-c4ccccc4)c3c(=O)[nH]2)CC1)NC1CC1
  A: -21	B: -14	C: -17	D: -201	E: -44	F: -49	G: -30	H: -3
mol: CCCCN1CCS(=O)(=O)c2c(Cl)c(F)nc(Oc3ccc(OC)cc3)c21
  A: 7	B: 50*	C: 7	D: 4	E: 8	F: 25	G: 10	H: 9
mol: O=C(CN1C(=O)CC(c2ccccc2)S(=O)(=O)c2ccccc21)Nc1ccc(F)cc1F (stereo not drawn)
  A: 0	B: -2	C: 3	D: 7	E: 7	F: 6	G: 9	H: 2
mol: O=C(Cn1cc(SCc2cccc(F)c2)c2ccccc21)N1CCCCCC1
  A: 8	B: -14	C: 7	D: 35*	E: 16	F: 24	G: 15	H: 9
mol: CCCCn1c(=O)[nH]c2c(C(=O)N3CCN(C(C)C)CC3)snc2c1=O
  A: -5	B: -43	C: -8	D: -97	E: -24	F: -36	G: -32	H: -9

# Compound activity as filed in PubChem.
